PKM2 activator: qHTS Assay for Activators of Human Muscle isoform 2 Pyruvate Kinase. Potency, µM (top dose mostly 57.5 µM), inactives show at the highest dose activation, actives largely listed as activators. purified PKM2, Kinase-Glo ATP luminescence, activation; response scale: 0% is enzyme alone, no compound. Pyruvate kinase PKM (Homo sapiens), P14618. 0.34% of 260,000 active; further: potency means the concentration at half of the fitted maximal effect; on the % scale 0 is the no-effect control and ±100 the full control effect; nearly all actives have a fitted effect of over 55% in size
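ATP formation by purified human PK-M2, quantified via coupled luciferase luminescence after 1 h at room temperature with 0.1 mM ADP and 0.5 mM PEP final.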
USP2a inh: qHTS Assay for Inhibitors of Ubiquitin-specific Protease USP2a Using CHOP2 as the Reporter; Ubiquitin carboxyl-terminal hydrolase 2 (Homo sapiens), O75604; USP2 core, Ub-CHOP2 coupled fluorogenic reporter, 485/531; Potency, µM (highest dose often 38.3 µM), inactives show at the highest dose activity change, negative = inhibition, usual class: inhibitors; 0.01% of 330,000 active; AID 463254, 2010;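 further: potency means the concentration at half of the fitted maximal effect; plate controls were DMSO wells for no effect and full inhibition by NEM control for full effect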
Target sequence (O75604 whole entry, looked up): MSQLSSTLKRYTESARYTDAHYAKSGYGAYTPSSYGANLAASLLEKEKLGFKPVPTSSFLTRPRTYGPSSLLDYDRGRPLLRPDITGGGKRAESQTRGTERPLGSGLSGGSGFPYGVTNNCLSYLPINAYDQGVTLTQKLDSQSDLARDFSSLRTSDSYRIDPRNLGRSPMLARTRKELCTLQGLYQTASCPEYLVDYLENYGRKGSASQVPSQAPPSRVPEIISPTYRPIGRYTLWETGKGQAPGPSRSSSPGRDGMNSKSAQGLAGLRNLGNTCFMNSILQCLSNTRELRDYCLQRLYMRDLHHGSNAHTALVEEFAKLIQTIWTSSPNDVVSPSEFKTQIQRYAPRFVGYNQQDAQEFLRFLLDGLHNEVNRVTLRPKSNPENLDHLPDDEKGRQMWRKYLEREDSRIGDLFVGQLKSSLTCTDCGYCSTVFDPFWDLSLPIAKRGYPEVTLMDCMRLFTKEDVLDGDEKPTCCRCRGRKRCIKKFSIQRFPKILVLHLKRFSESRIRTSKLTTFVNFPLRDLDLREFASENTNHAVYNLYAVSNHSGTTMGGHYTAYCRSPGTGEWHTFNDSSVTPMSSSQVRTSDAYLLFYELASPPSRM
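USP2 core (10nM final) preincubated 30min RT with compound in 20mM Tris-HCl pH 8.0, 2mM CaCl2, 2mM beta-mercaptoethanol, 0.05% CHAPS; 25nM Ub-CHOP2 plus 25nM reporter substrate added, fluorescence (Ex485/Em531) read after 60min.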
S-ASM inh: Inhibitors of Secretory Acid Sphingomyelinase (S-ASM): qHTS. Sphingomyelin phosphodiesterase (Homo sapiens), P17405. placental ASM, HMU-PC fluorogenic substrate, 60 min. Potency, µM (titrated, usually from 57.5 µM), without a hit: at the highest dose activity change, negative = inhibition, most hits filed as inhibitors. 0.006% of 340,000 active. AID 504937, 2011; further: potency means the concentration at half of the fitted maximal effect
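HMU-PC0 cleavage (9 uM final) by human placental ASM, 60 min at 37 °C following 10 min compound exposure at RT; stopped at pH 10, fluorescence Ex 386/Em 447 nm.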
MBNL1-CUG inh: qHTS Assay for Inhibitors of MBNL1-poly(CUG) RNA binding | 0.036% of 280,000 active | Muscleblind-like protein 1 (Homo sapiens), Q9NR56 | AID 2675, 2010 | TR-FRET MBNL1-His/biotin-(CUG)12 binding, 665/545 ratio | Potency, µM (titrated, usually from 57.5 µM), for inactives: top-dose activity change, negative = inhibition, hits mostly inhibitors; active means well fitted inhibition curve with a large enough effect in the signal ratio, with a control signal flat, not every such curve was filed as active; inconclusive means small, poorly fitted or top-dose-only effect, or effect the other way, or a change in a side signal; inactive means no such curve, though single readings can be large or run the other way; the % refers to the signal ratio; further: potency means the concentration at half of the fitted maximal effect; on the % scale 0 is the no-effect control and ±100 the full control effect
Target sequence (Q9NR56 whole entry, looked up): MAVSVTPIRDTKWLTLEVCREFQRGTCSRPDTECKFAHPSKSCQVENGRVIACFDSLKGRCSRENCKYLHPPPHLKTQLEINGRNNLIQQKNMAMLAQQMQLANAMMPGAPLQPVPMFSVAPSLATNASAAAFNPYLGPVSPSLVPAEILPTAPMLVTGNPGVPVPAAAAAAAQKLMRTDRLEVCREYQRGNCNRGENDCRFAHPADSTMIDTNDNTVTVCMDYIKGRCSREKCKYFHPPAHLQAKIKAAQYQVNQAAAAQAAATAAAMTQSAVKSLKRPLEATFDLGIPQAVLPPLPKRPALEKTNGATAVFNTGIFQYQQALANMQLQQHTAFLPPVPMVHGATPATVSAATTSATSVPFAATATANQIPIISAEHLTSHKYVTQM
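TR-FRET readout: Ex 340 nm, 665/545 nm emission ratio, normalized to buffer-only (basal) and MBNL1-(CUG)12 controls. Complex of MBNL1-His with Biotin-(CUG)12, compounds 92 nM–58 uM, incubated 60 min at room temperature.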
GALK inhibitor: qHTS Assay for Inhibitors of Human Galactokinase (GALK) | P51570 | Purified GALK, Kinase-Glo residual ATP luminescence | Potency, µM (doses to about 57.5 µM), inactives show top-dose activity change, negative = inhibition, most hits filed as inhibitors | 0.007% of 270,000 active | AID 1868, 2009; further: potency means the concentration at half of the fitted maximal effect; on the % scale 0 is the no-effect control and ±100 the full control effect
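The enzyme phosphorylates galactose (100 uM) using ATP (35 uM); inhibition is detected as higher residual ATP, quantified by bioluminescence after 1 h reaction at room temperature, pH 8.0.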
Eya2 inh: qHTS Assay for Inhibitors of the Phosphatase Activity of Eya2. Protein phosphatase EYA2 (Homo sapiens), O00167. recombinant Eya2, OMFP fluorescence dephosphorylation (OMFP is methylfluorescein phosphate). Potency, µM (series often up to 76.9 µM), inactives show top-dose activity, negative = inhibition, actives largely listed as inhibitors. 0.006% of 330,000 active; further: potency means the concentration at half of the fitted maximal effect; on the % scale 0 is the no-effect control and ±100 the full control effect
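Eya2 protein (added as 0.2 uM solution) was preincubated with compound for 10 min at ambient temperature in 50 mM HEPES pH 7.5, 50 mM NaCl, 5 uM MgCl2, 0.05% BSA, 1 mM DTT. OMFP (added at 50 uM) then reacted 10 min; fluorescence read at 485/525 nm.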
Chronic BCR inh: qHTS Assay to Find Inhibitors of Chronic Active B-Cell Receptor Signaling. AID 493014, 2011. 0.05% of 340,000 active. Potency, µM (top dose mostly 46.1 µM), inactives show at the top dose ratio change, negative = lower green/red ratio, usual class: inhibitors. ABC-DLBCL IkBa-CBG/CBR reporter, luminescence ratio, 4 h; active means well fitted inhibition curve with a large enough effect in the signal ratio, with a control signal flat, not every such curve was filed as active; inconclusive means small, poorly fitted or top-dose-only effect, or effect the other way, or a change in a side signal; the % refers to the signal ratio;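 further: potency means the concentration at half of the fitted maximal effect; plate controls were basal doxycycline-induced cells for no effect and cells given 10 µM MG132 for full effect; MG132 reads +100%, hits lower the ratio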
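Concentration-response series (up to 46 uM) were applied to TMD8 dual-reporter cells for 4 h at 37C with doxycycline. Green/red ratio, after filter-overlap correction, defined %Activity; red signal alone was normalised to basal cells and zero luminescence.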
Menin-MLL TR inh: qHTS Assay for Inhibitors Targeting the Menin-MLL Interaction in MLL Related Leukemias: Competition With Texas Red Labeled MLL-derived Mutant Peptide | O00255 | Menin + Texas Red MLL mutant peptide, fluorescence polarization | Potency, µM (highest dose often 61.6 µM), inactives show top-dose FP activity change, negative = inhibition, actives largely listed as inhibitors | 0.23% of 270,000 active; active means well fitted inhibition curve with a large enough effect in the polarisation, with a control signal flat, not every such curve was filed as active; inconclusive means small, poorly fitted or top-dose-only effect, or effect the other way, or a change in a side signal; inactive means no such curve, though single readings can be large or run the other way; the % refers to the polarisation; further: potency means the concentration at half of the fitted maximal effect; % of control where 0% means no effect; many of its hits are not listed in these tables
Mito fusion yeast: qHTS Assay for Small Molecule Inhibitors of Mitochondrial Division or Activators of Mitochondrial Fusion; 0.23% of 320,000 active; S. cerevisiae fusion-defective mutant growth rescue, CellTiterGlo 48 h; Potency, µM (doses to about 46.1 µM), inactives show at the highest dose growth rescue (activation), usual class: activators;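 further: potency means the concentration at half of the fitted maximal effect; % of control where 0% means no effect; nearly all actives have a fitted effect of over 45% in size; temperature-sensitive fusion mutants such as fzo1-1 at 37 °C on non-fermentable ethanol glycerol medium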
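Luminescent cell viability in 1536-well qHTS format served as the measure of rescued growth in ts fusion-mutant S. cerevisiae cultured on non-fermentable YPEG for 48 hours at 37C.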
KCNH2 WT inh: qHTS for Inhibitors of KCHN2 3.1: Wildtype qHTS; AID 720551, 2013; 0.37% of 340,000 active; Voltage-gated inwardly rectifying potassium channel KCNH2 (Homo sapiens), Q12809; U2OS, BacMam KCNH2, thallium flux FluxOr; active compounds read low; activity change, % at 1.84 µM;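 active means maximum activity change below -70%; inconclusive means maximum activity change between -70% and -50%; inactive means maximum activity change above -50%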; further: on the % scale 0 is the no-effect control and ±100 the full control effect
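U2OS cells were transduced with wild-type KCNH2 virus (2.03 x 10^8 / mL) for 4 h at room temperature, then cultured overnight at 37 C. Thallium flux was read with FluxOr dye. Rate constants were normalized to DMSO controls.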
TSHR antag: Antagonists of the Thyroid Stimulating Hormone Receptor: HTS campaign; Thyrotropin receptor (Homo sapiens), P16473; TSHR-expressing cells, TSH-stimulated cAMP HTRF, 2 h; active compounds read low; activity change, negative = inhibition, % at 11.5 µM; 0.2% of 330,000 active; AID 504810, 2011;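 active means activity change below a set negative limit, meaning inhibition stronger than a set level, cut at about -70% in these data; inconclusive means activity change between two set negative limits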; further: on the % scale 0 is the no-effect control and ±100 the full control effect
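Inhibition of cAMP made by TSHR-expressing cells under TSH stimulation (4nM final, EC80; 2 h, 37 deg C) is quantified with a one-step lysis HTRF kit, anti-cAMP cryptate versus cAMP-d2.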
Active calls of the source: *; u = inconclusive; x = not tested or not shown; & = joins results of further samples; [ ] = remark or other dose. Unless noted, the call rests on the fitted dose curve; in most records, active means well fitted curve in the direction sought with a large enough effect; inconclusive means small, poorly fitted or top-dose-only effect, or another doubt; inactive means no such curve, though single readings can be large; an effect the other way counts as inactive or inconclusive. The list is partial; rates above refer to the full screens.

SMILES	PKM2 activator	USP2a inh	S-ASM inh	MBNL1-CUG inh	GALK inhibitor	Eya2 inh	Chronic BCR inh	Menin-MLL TR inh	Mito fusion yeast	KCNH2 WT inh	TSHR antag
COC(=O)c1cc2c([nH]c3ccccc32)c(C)n1	0%	-8%	x	7%	8%	-5%	u	-11%	1%	x	-1
O=C(CSc1nccc(=O)[nH]1)N1CCOCC1	-5%	0%	2%	-4%	-3%	1%	5%	1%	-1%	-8	-11
CCOc1ccc(CN(C(=O)c2cc3ccccc3oc2=O)C2CC2)cc1	6%	4%	-2%	-3%	0%	7%	27%	8%	u	6	-5
S=c1nc[nH]c2nc[nH]c12	2%	-1%&0%	-1%&1%	0%	x	14%&3%	u	-6%&-5%	-1%&-2%	2&5	-4&-4
COc1ccccc1/C=C1\SC(=S)N(CCC(=O)NCCCN2CCOCC2)C1=O	-23%	2%	-5%	u	1%	5%	u	-20%	-9%	-4	-6
COc1ccc(OC)c(CNC(=O)C2CCN(C(=O)N(C)C)CC2)c1	4%	0%	2%	0%	-2%	-22%	u	5%	-2%	-12	-2
CCc1cc[n+](-c2nc3ccccc3nc2C(=C=[N-])C#N)cc1	1%	-1%	0%	u	3%	-4%	12%	-12%	-4%	1	-6
CC(C)P(=O)(c1cccc(C(=O)O)c1)C(C)C	1%	-1%	3%	u	1%	-16%	u	17%	-4%	1	-2
CCCOc1ccc2oc(=O)c3c(c2c1)CCCN3C(=O)CN1CCCC(C(=O)OCC)C1 (stereo not drawn)	0%	7%	9%	13%	-5%	-10%	4%	u	0%	5	6
Cc1cc(C)n(C(=O)CNC(=O)c2cccc(Br)c2)n1	-7%[0.46 µM]	1%	-5%	4%	-3%	-11%	8%	11%	-1%	-5	-12
NS(=O)(=O)c1ccc(S(=O)(=O)NCCc2ccccc2)cc1	12%	2%	-2%	-1%	4%	-4%	0%	1%	4%	15	-2
CCN(CC)CCn1c2ccccc2c2n[nH]c(=S)nc21	-9%	0%	-1%	u	6%	6%	4%	-13%	1%	53	-4
CSc1ccc(S(=O)(=O)N2c3ccccc3CC2C)cc1 (stereo not drawn)	1%	3%	-1%	1%	4%	4%	4%	11%	-5%	5	17
COCCN(Cc1ccccc1)C(=O)c1cccc(S(=O)(=O)N2CCN(c3ccccc3)CC2)c1	x	2%	-3%	x	x	-6%	-6%	x	0%	3	12
COc1ccc(OC)c(N/C(=N\c2nc(C)cc(C)n2)NC(=O)c2ccco2)c1	1%	-2%	x	-4%	4%	3%	u	5%	1%	x	-1
CCN(CC)CCNS(=O)(=O)c1ccc(/C=C/C(=O)O)cc1	1%	-1%	1%	-3%	-5%	3%	0%	3%	-1%	3	1
CCOc1ccc(NC(=O)N2CCC(C(N)=O)(N3CCCCC3)CC2)cc1	-4%	0%	1%	-1%	5%	-3%	-7%	-28%	2%	28	10
O=C(C[C@H]1C[C@H](C(=O)N2CCOCC2)[C@@]2(CCC3CCCC3)c3[nH]c4ccc(Cl)cc4c3CCN2C1=O)NCC12CC3CC(CC(C3)C1)C2	x	-4%	-10%	x	x	3%	7%	x	x	-10	14
O=S(=O)(Nc1cccc(-c2ccc(N3CCOCC3)nn2)c1)c1ccc(Cl)c(Cl)c1	x	-6%	-24%	x	x	16%	8%	x	u	-2	-10
CCCc1cc(C(=O)Nc2ccc(CC)cc2)no1	-1%	-1%	2%	-5%	7%	-5%	u	9%	6%	7	5
CCC(=O)Nc1ccc(OCc2nnc3c4ccccc4c(C)nn23)cc1	-8%	0%	-1%	1%	5%	-2%	-7%	-8%	3%	-29	4
Cc1cc(C)c(C(=O)N(C)CC2CCCN(CCc3ccccc3F)C2)o1 (stereo not drawn)	-12%	3%	-1%	-7%	3%	8%	-1%	-4%	-2%	43	10
O=C(O)c1ccc(-c2ccc(/C=c3/sc4nc5ccccc5n4c3=O)o2)cc1Cl	x	0%	-7%	0%	x	-13%	u	u	10%	1	-19
OC(c1ccccc1)(c1ccccc1)c1ncc[nH]1	x	2%	0%	x	x	-20%	-1%	x	-7%	8	-2
CCCCC/C=C/C1=CC(=O)C[C@H](c2ccc(OC)c(OC)c2)C1	x	-17%	-14%	x	x	-20%	-19%	x	6%	-9	7

(list continues)
SMILES	PKM2 activator	USP2a inh	S-ASM inh	MBNL1-CUG inh	GALK inhibitor	Eya2 inh	Chronic BCR inh	Menin-MLL TR inh	Mito fusion yeast	KCNH2 WT inh	TSHR antag
COc1ccccc1NC(=O)c1ccc2c(c1)C(=O)N(c1ccccc1OC)C2=O	0%	3%	-1%	u	0%	-8%	-3%	0%	-17%	20	-7
CC(NS(=O)(=O)c1ccc(Br)cc1)C(=O)NC1CCCCCC1 (stereo not drawn)	x	0%	1%	-1%	-3%	-12%	1%	x	-17%	-19	-1
Cc1ccc(C)c(-c2csc(N/N=C/c3ccco3)n2)c1	-2%	-9%	9%	3%	0%	-1%	-3%	u	-3%	2	-1
CC1(C)Cc2ccccc2C(COc2ccccc2)=N1	-30%	2%	2%	-1%	0%	1%	-6%	-1%	-9%	16	8
C[N+](C)(C)CCNC(=O)c1c(O)c2c([nH]c1=O)CCCC2	9%	-3%	-3%	-5%	0%	-18%	0%	3%	-4%	-7	2
CC(=O)N(CCc1ccccc1)Cc1cc2ccc(C)c(C)c2[nH]c1=O	0%	0%	0%	2%	4%	3%	-17%	u	0%	10	-3
C/C(CS(=O)(=O)c1ccc(Cl)c(Cl)c1)=N/NC(N)=S	3%	0%	0%	-4%	1%	7%	u	3%	-3%	-1	19
NNC(=O)c1sc2cc(C(F)(F)F)cnc2c1-c1ccccn1	2%	-1%	-1%	6%	11%	2%	4%	u	3%	-4	-5
CC(=O)Nc1c(NC(C)(C)C)c2ccccc2oc1=O	-4%	2%	2%	1%	5%	-6%	-9%	-8%	1%	3	0
Cc1cccc2cc(C(c3nnnn3Cc3ccccc3)N3CCN(C)CC3)c(=O)[nH]c12 (stereo not drawn)	2%	1%	2%	6%	3%	-2%	-10%	0%	-5%	25	-10
CCCCNC(=O)CSc1nc2ccc(N3CCOCC3)cc2c(=O)n1Cc1ccc(OC)cc1	6%	-1%	222%[activator]	19%	-2%	0%	-9%	-1%	7%	10	-3
Cc1cc(C)c(NC(=O)CS(=O)CC(=O)N2CCN(c3cccc(C)c3C)CC2)c(C)c1 (stereo not drawn)	x	1%	-3%	1%	5%	-3%	-5%	-25%	-13%	4	4
CCOc1ccc(-n2c(SCC(=O)NCc3ccco3)nc3ccccc3c2=O)cc1	-1%	0%	0%	23%	0%	9%	u	-12%	-10%	3	2
CCOC(=O)N1CCN(C(=O)Nc2ccc3oc(C)nc3c2)CC1	-11%	-1%	1%	2%	0%	-13%	u	-14%	-4%	0	4
CCOC(=O)N1CCN(C(=O)CSc2ccc3nnc(-c4ccccn4)n3n2)CC1	-1%	1%	6%	-1%	7%	6%	4%	-11%	0%	3	5
Cc1cc(C)cc(N(CC(=O)N2CCC(C)CC2)S(=O)(=O)c2ccccc2)c1	-3%	x	-2%	-4%	5%	x	x	u	9%	-3	x
CN(C)S(=O)(=O)c1ccc(C(=O)NNC(=O)C2COc3ccccc3O2)cc1 (stereo not drawn)	-5%	3%	1%	-3%	12%	6%	u	1%	1%	2	11

Screens as filed in PubChem BioAssay.
